Bioassay records (PubChem BioAssay)
PHOSPHO1 inh – PubChem AID 1565 | actives 1.1% (n = 290,000) | Phosphoethanolamine/phosphocholine phosphatase (Homo sapiens), Q8TCT1 | inhibition, % at 13.3 µM | recombinant PHOSPHO1, absorbance phosphatase assay; in the data active = inhibition above about 60%
NALP1 inh – NALP1 inflammasome inhibitors in reconstituted yeast, colorimetric, S. cerevisiae, triplicate retest; S. cerevisiae NALP1/ASC/caspase-1 growth, X-gal OD620, 72 h; inhibition, % at 10 µM; actives 0.61% (n = 280,000); in the data active = inhibition mostly above about 24%, no sharp cut-off; inactive = mostly below about 32%; note: some compounds called inactive have numbers as strong as hits
pCIP destab – p/CIP-EGFP fusion destabilizers, primary screen, fluorescence, F442A cells. Q05BA5. decrease of EGFP signal, % at 10 µM. 16 h. AID 1984, 2009. actives 0.01% (n = 290,000);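 active = EGFP signal decrease of at least 30% at 10 µM or well 3 SD below plate mean, unless failing retest; inactive = the rest, including hits failing retest or dose response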; note: some compounds called inactive have numbers as strong as hits; many of its hits are not listed in these tables
Target sequence (Q05BA5 1-1403): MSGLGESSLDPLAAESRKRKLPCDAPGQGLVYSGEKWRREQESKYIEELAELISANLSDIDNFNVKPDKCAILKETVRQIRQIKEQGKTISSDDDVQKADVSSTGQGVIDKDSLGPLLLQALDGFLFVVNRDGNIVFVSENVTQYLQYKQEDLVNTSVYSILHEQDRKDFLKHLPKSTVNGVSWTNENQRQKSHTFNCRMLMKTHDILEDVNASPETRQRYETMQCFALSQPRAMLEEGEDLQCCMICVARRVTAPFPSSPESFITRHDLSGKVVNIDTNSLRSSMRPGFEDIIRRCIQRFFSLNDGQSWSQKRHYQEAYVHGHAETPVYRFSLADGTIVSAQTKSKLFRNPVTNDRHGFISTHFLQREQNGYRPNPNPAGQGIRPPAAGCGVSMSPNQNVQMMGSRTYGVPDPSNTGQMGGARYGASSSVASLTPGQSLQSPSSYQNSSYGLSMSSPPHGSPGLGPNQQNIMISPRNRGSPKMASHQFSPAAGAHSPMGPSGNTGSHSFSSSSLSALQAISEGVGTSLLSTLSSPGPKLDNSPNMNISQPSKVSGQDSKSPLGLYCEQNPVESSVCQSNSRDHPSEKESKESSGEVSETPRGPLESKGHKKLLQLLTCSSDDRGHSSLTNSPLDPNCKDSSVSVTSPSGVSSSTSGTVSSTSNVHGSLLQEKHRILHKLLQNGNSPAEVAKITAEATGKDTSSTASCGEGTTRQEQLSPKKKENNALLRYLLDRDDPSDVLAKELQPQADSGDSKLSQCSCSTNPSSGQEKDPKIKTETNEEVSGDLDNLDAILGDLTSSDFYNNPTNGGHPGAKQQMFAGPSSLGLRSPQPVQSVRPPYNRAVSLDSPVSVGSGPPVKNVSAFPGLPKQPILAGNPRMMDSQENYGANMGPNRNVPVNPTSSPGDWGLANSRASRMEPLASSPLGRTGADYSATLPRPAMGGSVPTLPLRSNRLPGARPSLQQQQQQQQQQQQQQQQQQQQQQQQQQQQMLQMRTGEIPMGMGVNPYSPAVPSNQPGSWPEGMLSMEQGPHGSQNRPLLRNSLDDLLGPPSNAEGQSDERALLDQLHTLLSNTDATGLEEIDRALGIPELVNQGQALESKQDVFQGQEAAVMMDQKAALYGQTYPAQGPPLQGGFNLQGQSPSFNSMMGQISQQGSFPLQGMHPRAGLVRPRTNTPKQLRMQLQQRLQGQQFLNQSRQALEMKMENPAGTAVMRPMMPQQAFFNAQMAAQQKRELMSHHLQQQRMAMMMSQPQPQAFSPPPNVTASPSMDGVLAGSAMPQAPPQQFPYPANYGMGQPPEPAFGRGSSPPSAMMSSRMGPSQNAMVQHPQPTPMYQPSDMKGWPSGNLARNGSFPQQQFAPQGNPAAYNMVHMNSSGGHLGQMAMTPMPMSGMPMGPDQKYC
IDE act – human IDE activators in live cells, primary screen, fluorescence polarization, HEK cells, FAbeta-B substrate | Insulin-degrading enzyme (Homo sapiens), P14735 | FAbeta-B cleavage; 0% vehicle, 100% cell-free pure enzyme wells | activation, % at 5.96 µM | actives 0.073% (n = 340,000) | AID 493087, 2011;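 active = activation above the mean of all tested compounds plus 3 SD, set per screening campaign, cut at about 17% in these data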
IMP-1 inh – IMP-1 metallo-beta-lactamase inhibitors, primary screen, biochemical, epi-absorbance readout, Pseudomonas aeruginosa enzyme; purified IMP-1, nitrocefin hydrolysis, epi-absorbance fluorescence; inhibition, % at 5.6 µM; actives 0.45% (n = 290,000);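 active = inhibition above the mean plus 3 SD of all compounds in the same screening run, cut at about 4.5% in these data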;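 note: 0% = IMP-1 with DMSO and 100% = DMSO wells lacking enzyme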
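Assay system: purified recombinant IMP-1 beta-lactamase. Input: IMP-1 0.2 nM before substrate addition. Buffer or medium: Zinc- and detergent-supplemented HEPES buffer, pH 7.1. Schedule: 25 °C, 15 min preincubation, 25 min reaction. Signal: Epi-absorbance fluorescence, 480 nm excitation, 530 nm emission. Evaluation: percent inhibition from optical density relative to buffer-blank wells.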
IDE inh – human IDE inhibitors in live cells, primary screen, fluorescence polarization, HEK cells, FAbetaB substrate; Insulin-degrading enzyme (Homo sapiens), P14735; FAbetaB cleavage; inhibition, % at 5.59 µM; actives 0.41% (n = 320,000); AID 434962, 2010;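 active = percent inhibition above the average of all tested compounds plus 3 SD, set per screening campaign, cut at about 16% in these data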;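 note: IDE supplied by intact live HEK cells; FP after avidin binding of uncleaved biotin substrate so inhibition keeps polarization high; 0% = DMSO wells and 100% = 60 µM reference IDE inhibitor Ii1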
VIM-2 inhibitor – VIM-2 metallo-beta-lactamase inhibitors, primary screen, biochemical, epi-absorbance readout, Pseudomonas aeruginosa enzyme; inhibition, % at 5.6 µM; AID 1527, 2009; purified VIM-2, nitrocefin hydrolysis, epi-absorbance fluorescence; actives 0.89% (n = 290,000);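 active = inhibition above the mean of all tested compounds plus 3 SD, cutoff set per screening run, cut at about 7.5% in these data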;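 note: red hydrolysis product quenches plate fluorescence so inhibitors raise well fluorescence; 0% = enzyme with DMSO and 100% = DMSO without enzyme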
GPR7 antag – GPR7 receptor antagonists, primary screen, cell-based, fluorescence, single concentration; Neuropeptides B/W receptor type 1 (Homo sapiens), P48145; GPR7-expressing cells, fluorescence antagonist assay; inhibition, % at 4.4 µM; actives 1.1% (n = 290,000); AID 1861, 2009; in the data active = inhibition above about 16%, passing the limit was not always enough;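 note: cells stimulated with the agonist NPW; 0% = agonist with vehicle and 100% = vehicle without agonist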
PfM18AAP inh – PfM18AAP inhibitors, malaria aminopeptidase, primary screen, biochemical, QFRET, recombinant enzyme. inhibition, % at 7.35 µM. H-Glu-NHMec fluorogenic cleavage. actives 1.2% (n = 290,000);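 active = inhibition above the campaign mean inhibition over all tested compounds plus 3 SD, cut at about 28% in these data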;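 note: 0% = plate median of test compound wells and 100% = 2 mM ZnCl2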
Active calls of the source: *; nt = not tested or not shown. This is a subset; rates above refer to the full screens.

SMILES | PHOSPHO1 inh | NALP1 inh | pCIP destab | IDE act | IMP-1 inh | IDE inh | VIM-2 inhibitor | GPR7 antag | PfM18AAP inh
Nc1c(C(=O)NCCc2ccccc2)c2nc3ccccc3nc2n1CCN1CCOCC1 | 24 | 13 | 8 | 0 | -1.9 | 4 | -3.4 | 2 | 4
COc1ccc(C(=O)N2C[C@H]3C[C@@H](C2)c2cccc(=O)n2C3)cc1OC | 39 | -3 | -2 | 3 | -3.9 | 8 | -2.6 | 6 | 7
Cc1ccc2c(c1)=C/C(=C\c1c(O)[nH]c(=O)[nH]c1=O)C(=O)N=2 | -16 | 12 | -10 | -2 | -1.3 | 6 | 1.3 | 2 | 5
Cn1c(O)c(/C=N/N2CCOCC2)c(=O)n(C)c1=S | 9 | nt | 0 | 5 | -1.1 | 11 | -1.2 | 5 | 1
C[N+]12CCC(CC1)C(C#N)(N1CCOCC1)C2 (stereo unspecified) | 101* | -28 | 2 | 4 | -2.6 | -2 | -2.1 | -8 | 2
O=C(Cn1cc(C(=O)c2ccccc2F)c2ccccc21)NC1CC1 | 49 | -16 | -2 | -2 | -2.2 | -2 | -4.0 | -6 | 3
COc1cccc(C2(O)CCN(Cc3ccncc3)CC2)c1 | -3 | -1 | -13 | 3 | -2.6 | -3 | -4.1 | -6 | 2
Cc1ccc(-n2c(O)c(C=Nc3ccc(Br)cn3)c(=O)[nH]c2=O)cc1 | 16 | 2 | -78 | -2 | -4.8 | 5 | -0.5 | -7 | 10
COC(=O)c1ccccc1NC(=O)N1C[C@@H]2C[C@@H](C1)c1cccc(=O)n1C2 | 14 | 8 | 9 | -1 | -3.2 | 8 | 0.3 | -2 | -6
COc1ccc(CN2C(=O)NC(=O)/C(=C\c3ccco3)C2=O)cc1 | -33 | 26 | -12 | -9 | -3.1 | 9 | -2.5 | -11 | 5
O=C(C1CCN(S(=O)(=O)c2ccccc2)CC1)N1CCC2(CC1)OCCO2 | 12 | 16 | 0 | 6 | 2.1 | 3 | -3.2 | -5 | -1
COc1ccc(N2C(=O)NC(=O)/C(=C/c3ccc4c(c3)Cc3ccccc3-4)C2=O)cc1 | -5 | -1 | 21 | nt | -2.0 | 3 | -1.4 | 2 | 6
Cc1nn(Cc2c(Cl)cccc2Cl)c(Cl)c1C(=O)O | 5 | -10 | -8 | 0 | -0.9 | 0 | -0.7 | -9 | -4
Cc1nn(Cc2ccccc2)c(C)c1C(=O)OCC(=O)Nc1cc(S(C)(=O)=O)ccc1Cl | -20 | 12 | 5 | 3 | 0.7 | 5 | 0.6 | 5 | -5
CN1c2ccc([N+](=O)[O-])cc2CC2(C(=O)NC(=O)NC2=O)C1c1ccccc1 (stereo unspecified) | -2 | 30 | -23 | 4 | -2.5 | 0 | -2.3 | -3 | 3
CSCc1nnc2n1-c1ccc(Cl)cc1C(c1ccccc1)=NC2 | 0 | 31 | -9 | 3 | -0.7 | -6 | 1.0 | 0 | 0
COc1ccc(-c2nc(CS(=O)CC(=O)N3CCC4(CC3)OCCO4)c(C)o2)cc1 (stereo unspecified) | -28 | 1 | 9 | 4 | -1.8 | 6 | -4.1 | -9 | -1
CCN(CC)C(=O)c1ccc2c(c1)C1C(Cl)C(Sc3ccccc3[N+](=O)[O-])CC1C(C(=O)O)N2 (stereo unspecified) | -21 | 10 | 2 | 10 | -5.6 | 2 | -3.7 | -5 | 24
COc1ccccc1N1CCN(Cc2ccc(SC)cc2)CC1 | -14 | 8 | 0 | 1 | -0.2 | 3 | -1.2 | -17 | 2
CCCCn1c(=O)c(C(=O)Nc2ccccc2S(N)(=O)=O)c(O)c2ccccc21 | -42 | -5 | -7 | -2 | -3.1 | 4 | -0.9 | -7 | -2
CCCCC(=O)N/N=C/c1c(O)n(CCc2ccccc2)c(=O)[nH]c1=O | 20 | -2 | -2 | nt | -2.6 | -9 | -4.0 | -10 | 8
O=c1[nH]c(O)c(C=Nc2cc(F)cc(F)c2)c(=O)[nH]1 | 24 | -2 | -10 | 7 | -2.1 | -1 | -2.0 | -7 | 11
O=C(c1ccccc1F)c1cn(CC(=O)N2CCCC2)c2ccccc12 | 15 | 25 | -4 | 5 | -2.5 | -7 | 0.6 | -5 | -1
CC(N)C(=O)c1ccco1 (stereo unspecified) | 18 | 5 | 0 | 6 | 0.7 | -3 | -2.4 | -6 | 1
CCc1ccccc1NC(=O)CNC1CCCCC1 | 2 | 10 | -12 | 2 | -2.6 | -2 | 2.9 | 25* | 4
CN(C)C(Cc1ccccc1)C(=O)c1c[nH]c2ccccc12 (stereo unspecified) | 31 | 20 | 6 | -6 | -1.1 | 1 | -0.8 | 15 | 3
O=C(c1ccccc1)c1ccccc1N=Cc1c(O)[nH]c(=O)[nH]c1=O | 9 | 9 | 2 | 5 | -2.8 | 6 | 0.0 | -11 | 5
O=C1NC(=S)N(c2ccc(Br)cc2)C(=O)/C1=C/N1CCN(C(=O)c2ccco2)CC1 | 21 | -1 | -16 | -3 | -2.7 | 8 | -4.1 | -5 | 10
CN(C)P(=S)(Nc1ccccc1)C(Cl)(Cl)Cl (stereo unspecified) | 22 | 2 | 10 | -3 | -3.1 | 2 | -3.1 | -25 | -1
CCCC(C)C(=O)NC1CCSC1=O (stereo unspecified) | -17 | -2 | -2 | 6 | -2.7 | 6 | -2.5 | -10 | 1
CSc1ncc(/C=C2/C(=O)NC(=O)N(C)C2=O)cn1 | 4 | 14 | -7 | 3 | -3.0 | -2 | -4.1 | -1 | 4
CC1NCCC2(O)CCCCC12 (stereo unspecified) | 11 | -1 | 12 | 6 | -0.3 | 1 | -2.6 | 4 | 4
CC(C)C(=O)Nc1ccc(S(=O)(=O)N2CC3CC(C2)c2cccc(=O)n2C3)cc1 (stereo unspecified) | 7 | -17 | -5 | 2 | -4.7 | -2 | -4.9 | -10 | -2
CCOP(=S)(OCC)Oc1cc(C)oc(=O)c1 | -23 | 12 | 3 | -2 | -1.1 | 5 | 0.1 | 9 | -26
S=P(Nn1cnnc1)(c1ccc(Br)cc1)c1ccc(Br)cc1 | -5 | -4 | 20 | 3 | -2.2 | 3 | -0.9 | -9 | 29*
Oc1ccccc1C1NCc2ccccc2-n2cccc21 (stereo unspecified) | 20 | 11 | 9 | 5 | -1.7 | -2 | -0.1 | 13 | 3
CC(=NCCCO)c1c(O)n(Cc2ccccc2)c(=O)[nH]c1=O | -29 | 6 | -5 | 2 | -2.3 | 2 | -3.0 | 3 | 5
C[N+]1(CC2COC(c3ccco3)O2)CCCCC1 (stereo unspecified) | 11 | 4 | 4 | 5 | -1.2 | 2 | 0.3 | 5 | -8
C=CCn1c(O)c(/C=N/NC(=O)c2ccncc2)c(=O)[nH]c1=O | 32 | nt | -12 | 6 | -5.6 | 6 | -4.4 | -6 | -1
Cc1c(C)c2cc(Cl)c(OCC(=O)N3C[C@H]4C[C@@H](C3)c3cccc(=O)n3C4)cc2oc1=O | 34 | -9 | 7 | 0 | -1.9 | 4 | 1.3 | -8 | 0
COc1ccccc1-n1c(-c2ccoc2)nc2ccccc2c1=O | -5 | -12 | 8 | 0 | 2.1 | 8 | -3.3 | -8 | 0
O=CC(Cl)P(=O)(N1CCCCC1)N1CCCCC1 (stereo unspecified) | 4 | 3 | 3 | -2 | -1.6 | 6 | -2.5 | 2 | -2
CCOCCCNC(=O)CN1C2CCC1CC(O)(c1ccc(OC)cc1)C2 (stereo unspecified) | -2 | 0 | -12 | -1 | -1.9 | -5 | -2.3 | 15 | 0
COc1cccc(OC)c1C(=O)NC(=S)N1C[C@H]2C[C@H](C1)c1cccc(=O)n1C2 | 34 | -14 | -11 | 5 | 1.1 | 6 | -2.2 | -4 | -4
CC(C)C(=O)Nc1ccc(N2CCN(C)CC2)c(F)c1 | 39 | 22 | -20 | 6 | -2.9 | -5 | -3.6 | -4 | 2
Cc1cccc(NC2=NCCCS2)c1 | -19 | 6 | 4 | nt | -1.7 | -1 | -2.7 | -20 | 4
O=C(Nc1ccc(Cl)cc1)OC1CN2CCC1CC2 (stereo unspecified) | 29 | 1 | 6 | 2 | -1.9 | -3 | -1.2 | 10 | -4
O=c1[nH]c(=O)n(C2CCCCCC2)c(O)c1C=NCc1cccnc1 | 32 | 12 | 7 | 1 | -4.1 | 2 | -2.7 | -13 | 3
O=c1[nH]c(=S)n(Cc2ccc(F)cc2)c(O)c1C=NCCCn1ccnc1 | 0 | -1 | 6 | 9 | -1.4 | -4 | -2.2 | -10 | -4
N#Cc1c(Cl)nc(Cl)c2c1CCN(Cc1ccccc1)C2 | 2 | 29 | 0 | 3 | -2.1 | 6 | -0.1 | -6 | -6
Cn1c(O)c(C(=N)COc2ccccc2)c(=O)n(C)c1=O | -26 | 23 | -2 | 4 | -1.3 | -2 | 1.0 | 2 | -1
CCCCn1c(O)c(/C=N/N2CCOCC2)c(=O)[nH]c1=S | 33 | -2 | -10 | 8 | -2.1 | 6 | -3.4 | -11 | 1
CC1=C[C@@H]2c3cccc4[nH]cc(c34)C[C@H]2N(C)C1 | 23 | 3 | -19 | -1 | 2.9 | 4 | 2.5 | -5 | 48*
CN(C)c1ccc(C(=O)N/N=C/C23CC[C@@H](O)CC2(O)CC[C@@H]2[C@@H]3CCC3(C)C(C4=CC(=O)OC4)CCC23O)cc1 (stereo partly specified) | 27 | nt | -4 | 3 | -3.9 | 6 | -5.5 | -17 | -2
Cc1ccccc1NC1(C#N)CCCCC1 | -21 | -9 | 3 | -1 | -2.9 | -1 | -2.0 | -8 | -2
Cc1ccc2c(c1)cc1c(=O)n(CC(=O)N3CCC4(CC3)OCCO4)nc(C)n12 | 34 | -16 | 0 | 2 | -1.4 | 5 | -2.8 | -4 | 0
c1ccc(-c2nnc(C3CC(c4cccnc4)=NO3)o2)cc1 (stereo unspecified) | 11 | nt | -25 | 1 | nt | 0 | nt | nt | nt

Single records (already shown):
Shown for `O=C(C1CCN(S(=O)(=O)c2ccccc2)CC1)N1CCC2(CC1)OCCO2` : PHOSPHO1 inh = 12; NALP1 inh = 16; pCIP destab = 0; IDE act = 6; IMP-1 inh = 2.1; IDE inh = 3; VIM-2 inhibitor = -3.2; GPR7 antag = -5; PfM18AAP inh = -1
Shown for `Oc1ccccc1C1NCc2ccccc2-n2cccc21` (stereo unspecified) : PHOSPHO1 inh = 20; NALP1 inh = 11; pCIP destab = 9; IDE act = 5; IMP-1 inh = -1.7; IDE inh = -2; VIM-2 inhibitor = -0.1; GPR7 antag = 13; PfM18AAP inh = 3
